ERb coact inh – ER-beta (human) coactivator binding inhibition | Q92731 | TR-FRET ER-beta LBD / SRC1-Cy5 peptide binding; receptor agonist-loaded with 1 µM estradiol | inhibition, % at 25.6 µM | hit rate 1.3% among 86,000;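 active = compounds whose percent inhibition of the receptor-coactivator binding signal exceeds about 50% in the single-dose screen, limit read from the data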;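 note: 0% = receptor plus peptide wells without compound and 100% = peptide-only wells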
Target sequence (Q92731 whole entry, looked up, the tested form may be a part): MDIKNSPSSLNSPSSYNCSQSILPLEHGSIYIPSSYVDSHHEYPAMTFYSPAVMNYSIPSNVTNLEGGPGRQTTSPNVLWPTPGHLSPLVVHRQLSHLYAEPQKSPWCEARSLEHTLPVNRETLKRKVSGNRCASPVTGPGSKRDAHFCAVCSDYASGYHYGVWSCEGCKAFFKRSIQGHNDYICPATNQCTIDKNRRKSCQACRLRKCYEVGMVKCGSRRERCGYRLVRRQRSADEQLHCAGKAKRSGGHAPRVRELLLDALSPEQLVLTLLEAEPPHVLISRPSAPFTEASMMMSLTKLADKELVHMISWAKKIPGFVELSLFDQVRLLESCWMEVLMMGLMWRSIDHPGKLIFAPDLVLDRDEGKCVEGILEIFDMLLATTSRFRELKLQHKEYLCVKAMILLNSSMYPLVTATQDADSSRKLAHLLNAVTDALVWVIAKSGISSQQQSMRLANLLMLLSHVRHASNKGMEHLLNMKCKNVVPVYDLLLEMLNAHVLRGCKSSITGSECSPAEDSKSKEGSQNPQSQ
ERa coact inh – ER-alpha (human) coactivator binding inhibition; AID 629; hit rate 1.7% among 86,000; P03372; inhibition, % at 25.6 µM; TR-FRET ER-alpha LBD / SRC-1 peptide, estradiol-bound; in the data active = inhibition above about 50%;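 note: 0% = receptor plus peptide control and 100% = peptide only without receptor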
E coli WT exp – E. coli BW25113 growth inhibition, expanded screen; OD600 absorbance; growth inhibition, % at 100 µM; hit rate 0.15% among 98,000;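 active = growth inhibition above about 50% at one test dose, limit read from the data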;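 note: growth measured after 20 h incubation at 37 °C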
Mac1 fbg inh – inhibitors of human CD11b/CD18 binding to fibrinogen. P05107+P11215. K562 CD11b/CD18 adhesion to fibrinogen, ATPlite luminescence; Mn2+ added to activate the integrin. inhibition, % at 10 µM. hit rate 0.54% among 93,000;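 active = primary inhibition of 50% or more at 10 µM, then 40% or more on retest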; note: some results filed as inactive read as strong as hits
MT1-MMP txn act – activates MT1-MMP transcription; HT1080 MT1-MMP promoter luciferase reporter, luminescence, overnight; hits give high values; activation factor at 10 µM; hit rate 0.16% among 86,000; AID 750;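 active = activation factor of at least 2 for MT1-MMP transcription at 10 µM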
CD11b adhes enh – increases human CD11b/CD18 adhesion to fibrinogen; P05107+P11215; activation, % at 10 µM; AID 1499; hit rate 0.07% among 93,000; K562 CD11b/CD18 adhesion to fibrinogen, ATPlite luminescence;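 active = 10 µM primary screen giving 50% or more activity, confirmed by 40% or more on retest at that dose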; note: strong numbers were not always called active; reference of the scale not given here
FAK blocker – FAK (human) kinase inhibition; hit rate 0.84% among 97,000; inhibition, %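 (tested at 7 µM)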; AID 727; biochemical FAK kinase activity assay; Q05397; in the data active = inhibition above about 19%;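 note: 0% = DMSO and 100% = reference compound high control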
ERa coact pot – enhances coactivator binding to human estrogen receptor alpha | P03372 | TR-FRET ERalpha-LBD/SRC-Cy5 coactivator binding, 2 h; 100 = basal binding, no effect | coactivator binding (% of control), % at 25.6 µM | hit rate 1.3% among 86,000 | AID 639; in the data active = activity above about 200%;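 note: binding measured in presence of low estradiol as agonist stimulus; 0% = peptide alone without receptor and 100% = receptor with peptide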
PLAP activator – human PLAP activation; P05187; purified PLAP enzyme, luminescent substrate read-out; hits give high values; activation fold at 20 µM; hit rate 1.2% among 96,000; AID 696; in the data active = activation fold above about 2
Target sequence (P05187 whole entry, looked up): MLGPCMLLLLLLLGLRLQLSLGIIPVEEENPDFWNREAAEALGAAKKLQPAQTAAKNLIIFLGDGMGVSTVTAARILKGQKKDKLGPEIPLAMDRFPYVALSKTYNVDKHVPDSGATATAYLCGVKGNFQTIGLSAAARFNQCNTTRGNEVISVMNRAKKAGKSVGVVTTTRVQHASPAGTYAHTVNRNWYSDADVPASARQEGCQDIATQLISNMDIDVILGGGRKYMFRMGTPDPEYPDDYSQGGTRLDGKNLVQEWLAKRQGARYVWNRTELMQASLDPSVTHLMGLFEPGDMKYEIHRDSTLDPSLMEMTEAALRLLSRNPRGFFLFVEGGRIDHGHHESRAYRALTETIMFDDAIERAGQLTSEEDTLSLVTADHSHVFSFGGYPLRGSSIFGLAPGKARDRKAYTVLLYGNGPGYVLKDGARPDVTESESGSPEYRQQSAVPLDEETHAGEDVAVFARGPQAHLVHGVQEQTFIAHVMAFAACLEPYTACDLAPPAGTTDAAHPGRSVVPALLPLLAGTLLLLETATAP
Numbers without * were called inactive; [ ] = dose if it differs, or a comment.

O=c1c(-c2ccc3c(c2)OCCO3)coc2c(CN3CCOCC3)c(O)ccc12 was read as ERb coact inh -11.7, ERa coact inh -37.8, E coli WT exp -3.0, Mac1 fbg inh 7.3, MT1-MMP txn act 1.5, CD11b adhes enh 2.1, FAK blocker 4.6, ERa coact pot 103.6 and PLAP activator 1.2.
For CC(C)=CCc1c(C)nc2ccccc2c1C(=O)O the results were ERb coact inh 1.2, ERa coact inh -1.2, E coli WT exp -3.0, MT1-MMP txn act 1.1, FAK blocker 4.2, ERa coact pot 110.0 and PLAP activator 0.9.
`O=C(Nc1nccs1)NC1CCCCC1` gave ERb coact inh -3.3, ERa coact inh 3.9, E coli WT exp 7.0, Mac1 fbg inh -19.0, MT1-MMP txn act 1.1, CD11b adhes enh -0.4, FAK blocker -1.2, ERa coact pot 103.7 and PLAP activator 1.1.
For CCC(CC)C(=O)NCCc1cc2ccc(C)cc2[nH]c1=O the results were ERb coact inh -8.9, ERa coact inh -1.1, E coli WT exp -2.0, Mac1 fbg inh -11.4, MT1-MMP txn act 1.1, CD11b adhes enh -2.3, FAK blocker 1.6, ERa coact pot 126.0[fluorescence artefact?] and PLAP activator 1.
For COc1ccc(-n2c(SC)nc(O)cc2=O)cc1 the results were ERb coact inh -2.0, ERa coact inh -1.8[fluorescence artefact?], E coli WT exp -2.0, Mac1 fbg inh -4.0, MT1-MMP txn act 1, CD11b adhes enh -5.2, FAK blocker 0.2, ERa coact pot 101.3 and PLAP activator 1.1.
For NC(=O)CSc1nnc(-c2ccco2)n1N the results were ERb coact inh -21.7, ERa coact inh -7.3, E coli WT exp 0.0, Mac1 fbg inh -23.6, MT1-MMP txn act 1.2, CD11b adhes enh -2.1, FAK blocker -1.5, ERa coact pot 94.4 and PLAP activator 0.8.
COc1cc(NS(=O)(=O)c2ccc(NC(=O)CSC3=NCCS3)cc2)nc(OC)n1 was read as ERb coact inh -6.6, ERa coact inh -4.8, E coli WT exp -4.0, Mac1 fbg inh 2.6, MT1-MMP txn act 1.1, CD11b adhes enh -5.2, FAK blocker -2.2, ERa coact pot 107.9 and PLAP activator 1.3.
C=CCn1c(=O)c2ccccc2n2c(SCc3nc4ccccc4s3)nnc12 was read as ERb coact inh -7.6, ERa coact inh -3.3, E coli WT exp -6.0, Mac1 fbg inh 5.0, MT1-MMP txn act 1.7, CD11b adhes enh -0.6, FAK blocker 0.6, ERa coact pot 102.5 and PLAP activator 0.9.
`COc1ccc(/C=C2\C(=O)NCC(=O)N2Cc2ccccc2)cc1` gave E coli WT exp 3.0, Mac1 fbg inh -8.3, CD11b adhes enh 0.2, FAK blocker 2.1 and PLAP activator 1.2.
`CCOC(=O)Nc1ccc(C)cc1C` gave ERb coact inh -11.9, ERa coact inh -8.1, E coli WT exp 11.0, Mac1 fbg inh -0.1, MT1-MMP txn act 1.3, CD11b adhes enh 1.3, FAK blocker -0.8, ERa coact pot 120.5 and PLAP activator 0.8.
`CNC(=O)Cn1c(=O)n(C)c2ccccc21` gave ERb coact inh -2.2, ERa coact inh -3.3, E coli WT exp 2.0, Mac1 fbg inh -13.6, MT1-MMP txn act 1.1, CD11b adhes enh -3.0, FAK blocker 0.2, ERa coact pot 114.3 and PLAP activator 0.9.
`CN(CCNC(=O)Cn1c(=O)sc2ccccc21)Cc1ccccc1` gave ERb coact inh -9.6[fluorescence artefact?], ERa coact inh -4.7, E coli WT exp 8.0, Mac1 fbg inh -1.4, MT1-MMP txn act 1.1, CD11b adhes enh 0.1, ERa coact pot 122.5 and PLAP activator 1.4.
For Cc1cc(C)c(C#N)c(=N)o1 the results were ERb coact inh 5.9, ERa coact inh -6.1, E coli WT exp 7.0, Mac1 fbg inh -2.0, MT1-MMP txn act 0.9, CD11b adhes enh 3.7, FAK blocker 8.0, ERa coact pot 79.2 and PLAP activator 1.
`Cc1cc(N2CCN(c3ccccc3)CC2)nc(-c2ccccc2)n1` gave ERb coact inh -4.7, ERa coact inh -6.6, E coli WT exp -25.0, Mac1 fbg inh 13.1, MT1-MMP txn act 1, CD11b adhes enh 1.8, FAK blocker 6.4, ERa coact pot 120.6 and PLAP activator 1.3.
Cc1cc(C(=O)O)ccc1N/C=C1\CCCC(C)C1=O (stereo unspecified) was read as ERb coact inh 4.1, ERa coact inh -6.2, E coli WT exp -9.0, Mac1 fbg inh -12.8, MT1-MMP txn act 1.1, CD11b adhes enh -0.5, FAK blocker 2.6, ERa coact pot 108.9 and PLAP activator 1.1.
CCOC(=O)c1cccc(S(=O)(=O)N(CCO)Cc2cc3cc(OC)c(OC)cc3[nH]c2=O)c1 was read as ERb coact inh -11.9, ERa coact inh -0.2, E coli WT exp 5.0, Mac1 fbg inh -1.9, MT1-MMP txn act 0.9, CD11b adhes enh -3.0, FAK blocker 4.2, ERa coact pot 114.0 and PLAP activator 1.5.
`C=CC(=O)Nc1ccc(Br)cc1` gave ERb coact inh -5.0, ERa coact inh -5.2, E coli WT exp 21.0, Mac1 fbg inh -3.2, MT1-MMP txn act 1.1, CD11b adhes enh -3.8, FAK blocker -2.2, ERa coact pot 101.8 and PLAP activator 0.9.
`O=C(c1ccco1)n1nc(-c2ccccc2)nc1NCc1ccco1` gave ERb coact inh 12.1, ERa coact inh 18.4, E coli WT exp -4.0, Mac1 fbg inh -8.0, MT1-MMP txn act 1.1, CD11b adhes enh -1.7, FAK blocker 4.9, ERa coact pot 99.1 and PLAP activator 0.9.
Screening O=C(NCCc1ccccc1)C1CC(c2ccccc2O)=NO1 (stereo unspecified) returned ERb coact inh 3.4, ERa coact inh -1.4, E coli WT exp 7.0, Mac1 fbg inh -0.7, MT1-MMP txn act 1.2, CD11b adhes enh -4.6, FAK blocker -3.4, ERa coact pot 117.8[fluorescence artefact?] and PLAP activator 0.9.
`COc1ccc(C(=O)Nc2cc(C)ccc2NC(=O)COc2ccccc2)cc1` gave E coli WT exp -2.0, Mac1 fbg inh -9.9, CD11b adhes enh 1.5, FAK blocker 2.0 and PLAP activator 1.
Cc1cc(=O)[nH]c(SCC(=O)Nc2ccc(S(=O)(=O)N3CCOCC3)cc2)n1 was read as ERb coact inh 4.6, ERa coact inh 7.6, E coli WT exp -2.0, MT1-MMP txn act 1, FAK blocker 0.0, ERa coact pot 82.2 and PLAP activator 1.1.
Screening COc1ccccc1NC(=O)c1ccccc1SC returned ERb coact inh 2.1, ERa coact inh 0.7, E coli WT exp 1.0, Mac1 fbg inh -18.0, MT1-MMP txn act 1, CD11b adhes enh -3.6, FAK blocker -1.1, ERa coact pot 127.5 and PLAP activator 0.9.
Clc1ccc(OCCn2ccnc2)c(Cl)c1 was read as ERb coact inh -0.7, ERa coact inh -2.4, E coli WT exp 11.0, MT1-MMP txn act 1.1, FAK blocker 1.3, ERa coact pot 115.7[fluorescence artefact?] and PLAP activator 0.9.
For CCOc1ccc2nc(NC(=O)c3cnccn3)sc2c1 the results were ERb coact inh 12.2, ERa coact inh 13.9[fluorescence artefact?], E coli WT exp -7.0, Mac1 fbg inh 8.7, MT1-MMP txn act 0.7, CD11b adhes enh -8.6, FAK blocker -0.1, ERa coact pot 142.6[fluorescence artefact?] and PLAP activator 1.1.
COc1ccc(-c2csc(C3=C(O)CN(Cc4ccc(S(N)(=O)=O)cc4)C3=N)n2)cc1OC was read as ERb coact inh -9.5[fluorescence artefact?], ERa coact inh -17.4, E coli WT exp 6.0, Mac1 fbg inh -4.6, MT1-MMP txn act 1.1, CD11b adhes enh 4.4, FAK blocker -3.6, ERa coact pot 95.3 and PLAP activator 1.
COc1ccc(C(=O)Nc2ccc(S(=O)(=O)N3CCCCC3)cc2)cc1OC was read as ERb coact inh 5.6, ERa coact inh 18.6, E coli WT exp -5.0, Mac1 fbg inh -7.5, MT1-MMP txn act 1, CD11b adhes enh 5.7, FAK blocker -1.6, ERa coact pot 91.4 and PLAP activator 0.9.
For CN1CCOc2cc(S(=O)(=O)Nc3ccc(F)cc3)ccc21 the results were ERb coact inh -6.5, ERa coact inh -4.3, E coli WT exp 3.0, Mac1 fbg inh 23.0, MT1-MMP txn act 1, CD11b adhes enh -5.7, FAK blocker 2.4, ERa coact pot 100.0 and PLAP activator 1.3.
Screening Cc1nnc(SC(C)C(=O)Nc2ccc(S(=O)(=O)NC3CCCCC3)cc2)s1 (stereo unspecified) returned ERb coact inh 17.8[fluorescence artefact?], ERa coact inh 21.6[fluorescence artefact?], MT1-MMP txn act 1.1, FAK blocker -1.2 and ERa coact pot 110.8.
For O=C(NCC1CC1)C1CCCN(S(=O)(=O)c2ccc(-n3cnnn3)cc2)C1 (stereo unspecified) the results were ERb coact inh 2.2, ERa coact inh 2.6, E coli WT exp -8.0, Mac1 fbg inh 2.6, MT1-MMP txn act 1.1, CD11b adhes enh -1.7, FAK blocker 0.4, ERa coact pot 108.7 and PLAP activator 1.
`Cc1cc(C)c(C#N)c(Oc2ccc(O)cc2)n1` gave ERb coact inh -10.2, ERa coact inh 6.3, E coli WT exp 11.0, Mac1 fbg inh -7.8, MT1-MMP txn act 1, CD11b adhes enh 2.6, ERa coact pot 96.5 and PLAP activator 1.1.
Cc1ccc(-c2cn(S(=O)(=O)c3ccc(C)cc3)nc2N)cc1 was read as ERb coact inh -10.2, ERa coact inh -1.8, E coli WT exp 0.0, Mac1 fbg inh 0.5, MT1-MMP txn act 1.1, CD11b adhes enh -1.4, FAK blocker 1.9, ERa coact pot 107.7 and PLAP activator 0.9.
Screening CC(O)CNCCNCc1c(OCc2ccccc2)ccc2ccccc12 (stereo unspecified) returned E coli WT exp 23.0, Mac1 fbg inh 8.3, CD11b adhes enh -8.5, FAK blocker 1.9 and PLAP activator 1.4.
`O=c1[nH]c2cc(Cl)cc(Cl)c2[nH]c1=O` gave ERb coact inh -0.7, ERa coact inh -3.3, E coli WT exp 2.0, Mac1 fbg inh -7.6, MT1-MMP txn act 1.2, CD11b adhes enh 4.1, FAK blocker -0.7, ERa coact pot 109.5 and PLAP activator 0.9.
O=C(CSc1nnc(-c2ccccc2)o1)N1CCN(c2ccccc2)CC1 was read as ERb coact inh 1.6, ERa coact inh 5.8, E coli WT exp -9.0, MT1-MMP txn act 1.1, CD11b adhes enh -4.8, FAK blocker -3.0, ERa coact pot 100.3 and PLAP activator 1.
Screening O=C(Nc1ccccc1C(=O)NCc1ccccc1)c1ccco1 returned ERb coact inh 8.0, ERa coact inh 9.1, E coli WT exp -3.0, Mac1 fbg inh -21.1, MT1-MMP txn act 1.1, CD11b adhes enh 4.3, FAK blocker 2.5, ERa coact pot 89.2[fluorescence artefact?] and PLAP activator 0.7.
For CC1CC(Nc2cccc(O)c2)=CC(=O)O1 (stereo unspecified) the results were E coli WT exp 8.0, Mac1 fbg inh 6.5, CD11b adhes enh -4.8, FAK blocker -1.1 and PLAP activator 0.9.
For O=S(=O)(c1ccc(Cl)s1)N1CCN(c2ncccn2)CC1 the results were ERb coact inh -28.7[fluorescence artefact?], ERa coact inh -12.7, E coli WT exp -8.0, Mac1 fbg inh -46.1, MT1-MMP txn act 1.1, CD11b adhes enh 7.7, FAK blocker 1.1, ERa coact pot 108.0 and PLAP activator 0.9.
For Cc1nn(CC(=O)NC(C)c2ccccc2)c(=O)c2ccccc12 (stereo unspecified) the results were ERb coact inh -14.1, ERa coact inh -4.5, E coli WT exp -2.0, Mac1 fbg inh -5.9, MT1-MMP txn act 1.1, CD11b adhes enh 2.0, ERa coact pot 124.9 and PLAP activator 0.9.
Screening COc1ccc(-c2ccc(C(=S)N3CCN(C(C)=O)CC3)o2)cc1 returned ERb coact inh 2.0[fluorescence artefact?], ERa coact inh 0.4[fluorescence artefact?], E coli WT exp 2.0, Mac1 fbg inh 5.0, MT1-MMP txn act 0.9, CD11b adhes enh 3.2, FAK blocker 0.3, ERa coact pot 77.0[fluorescence artefact?] and PLAP activator 1.2.

Compound activity: PubChem BioAssay, several laboratories
